Screening data as filed in PubChem.
Salmonella PhoP GFP – Inhibition of PhoP regulon, Salmonella typhi GFP reporter cells, confirmation, 4 h (AID 1850). inhibition, % at 50 µM; hits with a dose series show IC50 in µM. Salmonella Typhi PhoP-promoter GFP reporter, fluorescence, 4 h; higher % means a stronger effect. 310,000 tested, 0.33% active; in the data active = a potency from the dose series; inconclusive = inhibition mostly from about 25% at the one dose, without a potency; inactive = the rest, 99 in 100 with inhibition below about 19%;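 note: 0% = induced wells with vehicle and 100% = uninduced wells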
VEEV TC-83 Vero – inhibitors of VEEV TC-83 cytopathic effect, confirmation, Vero cells (AID 588727); inhibition, % at 20 µM; hits with a dose series show IC50 in µM; Vero cells, VEEV TC-83 cytopathic effect inhibition; higher % means a stronger effect; 350,000 tested, 0.13% active; in the data active = a potency from the dose series; inconclusive = inhibition mostly from about 14% at the one dose, without a potency; inactive = the rest, 99 in 100 with inhibition below about 12%; note: strong numbers were not always called active
H1N1 NS1A inhibition – NS1A inhibition, H1N1 influenza, cell based functional assay (AID 504329) | NS1A functional cell-based assay, percent inhibition; higher % means a stronger effect | inhibition, % at 12.5 µM, or IC50 in µM where a hit was titrated | 340,000 tested, 0.3% active; in the data active = a potency from the dose series; inconclusive = inhibition above about 27% without an active follow-up result; note: strong numbers were not always called active
M. tuberculosis – growth inhibition of non-replicating M. tuberculosis (AID 488890); one-dose inhibition, % at 25 µM; IC50 in µM for titrated hits; Mycobacterium tuberculosis non-replicating, growth inhibition; higher % means a stronger effect; 320,000 tested, 0.39% active; in the data active = a potency from the dose series; inconclusive = inhibition mostly from about 82% at the one dose, without a potency; inactive = the rest, 99 in 100 with inhibition below about 76%;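 note: plate controls were DMSO cells for no effect and high antibiotic wells for full effect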
H37Rv inhibition – M. tuberculosis growth inhibition, HTS (AID 449762) | M. tuberculosis H37Rv growth inhibition, 7H9 media; higher % means a stronger effect | one-dose inhibition, % at 25 µM; IC50 in µM for titrated hits | 330,000 tested, 0.59% active; in the data active = a potency from the dose series; inconclusive = inhibition above about 70% without an active follow-up result;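 note: bacterial growth assessed after seven days of incubation; strong numbers were not always called active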
VEEV TC-83 Vero 10K pilot screen – second read-out of VEEV TC-83 Vero, no call of its own (marks repeat the call); inhibition, %; measured here: 10K pilot screen inhibition
* = called active by the depositor; i = inactive; ? = inconclusive; . = not tested or not shown.

SMILES	Salmonella PhoP GFP	VEEV TC-83 Vero	H1N1 NS1A inhibition	M. tuberculosis	H37Rv inhibition	others
O=C(Nc1ccc(S(=O)(=O)N2CCCC2)cc1)c1c(F)cccc1F	-16%	8.5%	-5%	5%	-13%
O=C(NCc1ccncc1)c1cc(F)c(F)cc1Cl	4%	0.1%	10%	-5%	-4%
O=C(Nc1cccc(N2C(=O)C3CCCCC3C2=O)c1)c1ccccc1 (centres undefined)	-8%	3.3%	-17%	-9%	-5%
COc1ccc(-n2nc3c(c2NC(=O)C(C)C)CSC3)cc1	2%	0.7%	-2%	2%	-1%
CCOc1ccc(CN2CCN(CC3CC3)CC2CCO)cc1 (centres undefined)	5%	i	-2%	0%	0%
O=c1oc2ccccc2n1Cc1cccc(Cl)c1	-18%	1.6%	-22%	7%	-11%
CCC(C)NC(=O)/C(=C/c1ccco1)c1ccccc1 (centres undefined)	-12%	1.0%	9%	-1%	-4%
O=C(OCC(=O)N1CCCC1=O)c1nc(Cl)ccc1Cl	-2%	1.1%	-3%	-13%	-4%
COC(=O)C1=C(c2cccc(OCc3ccccc3)c2)C[C@@H]2CC[C@H]1N2C(=O)NCc1ccc(OC)c(OC)c1	.	0.9%	3%	13%	-5%
Cc1[nH]c2ccccc2c1C(=O)CSc1nnc(C2CC2)o1	.	0.6%	0%	22%	8%
O=C(NC1CCSC1=O)c1cccc(C(=O)NC2CCSC2=O)c1 (centres undefined)	3%	1.0%	6%	-1%	0%
CNc1nc(NN)nc(Nc2ccccc2)n1	12%	0.4%	15µM*	10%	18%
COc1ccc(CN2C3CCCC2CC(NC(=O)c2cccc(F)c2)C3)cc1 (centres undefined)	-2%	1.3%	4%	14%	1%
Cc1ccc(C(=O)n2ncn(C)c2=S)cc1	.	4.2%	-5%	.	.
O=C(NCc1ccccn1)c1cccc(S(=O)(=O)NCc2ccccc2)c1	7%	i	3%	12%	2%
CN(C)c1ccc(/C=N/N(CCC#N)C2=NS(=O)(=O)c3ccccc32)cc1	2%	0.8%	-8%	-14%	0%
O=C(Nc1scc(-c2ccc(Br)cc2)c1C(=O)O)c1ccccc1F	-22%	2.2%	1%	55%	-2%
COc1ccc(/C=C(\C#N)c2nc3ccccc3[nH]2)cc1O	.	8.0%	13%	.	.
NC(=O)CSc1cn(Cc2cccc(F)c2)c2ccccc12	2%	2.8%	2%	18%	-1%
CN1C=CC=C/C1=C1\SC(=S)N(CC(=O)O)C1=O	6%	0.1%	-1%	10%	-11%
O=S(=O)(c1ccc(OCc2ccc(Br)cc2)cc1)N1CCOCC1	.	0.6%	-12%	13%	-7%
Cc1ccccc1OCC(=O)N/N=C/C=C/c1ccccc1	-8%	0.0%	-10%	.	0%
CCCC12CN(C(=O)c3ccc([N+](=O)[O-])cc3)CC(C)(CN(C(=O)c3ccc([N+](=O)[O-])cc3)C1)C2=O	-3%	7.4%	.	48%	-3%
Cn1c(CNC(=O)CNC(=O)c2ccc(F)cc2)cc(=O)n(C)c1=O	-10%	i	7%	6%	-2%
Cc1cc(S(=O)(=O)Nc2ccc(C(=O)N3CCN(c4ccccc4O)CC3)cc2)ccc1F	-9%	12%	-5%	39%	21%
O=C(Nc1cccc(NC(=O)c2cccs2)c1)c1ccc(Br)o1	-4%	2.6%	5%	41%	5%
O=C(CN1C(=O)/C(=C/c2ccccc2)SC1=S)NNC(=O)c1ccccc1O	-3%	i	-8%	0%	-2%
CCN(CC)c1ccc(N2C(=O)CSC2=S)cc1	-7%	6.9%	-5%	24%	6%
CCOC(=O)/C(C(=O)Nc1ccc(Br)cc1)=C1/NC(C)(C)Cc2ccccc21	-7%	0.6%	-7%	55%	10%
C=Cc1ccc(Cn2c(C(=O)O)c(C=O)c3ccccc32)cc1	-14%	1.1%	-7%	9%	7%
CCn1cc(-c2ccccc2)c(C(=O)O)c1-c1ccc(OC)cc1	-4%	1.2%	6%	-8%	-11%
CC(C)C(NC(=O)c1ccccc1F)C(=O)Nc1ccc2c(c1)OCO2 (centres undefined)	2%	i	-7%	0%	-4%
CC(Oc1ccc(Cl)cc1)C(=O)Nc1ccc(S(=O)(=O)N2CCOCC2)cc1 (centres undefined)	-1%	1.4%	-2%	17%	5%
CC1CC(C)CN(C(=O)c2cc3c(s2)CCC3)C1 (centres undefined)	5%	i	-1%	74%	7%
O=C(Nc1cccc2ccccc12)OC1C=CS(=O)(=O)C1 (centres undefined)	4%	5.4%	-1%	15%	-4%
CC(C)[C@H](NC(=O)[C@@H]1CSC2c3ccccc3C(=O)N21)C(=O)NC1CCCC1 (some centres undefined)	-1%	i	0%	-2%	-1%
CCCCn1c(CNC(=O)C23CC4CC(CC(C4)C2)C3)nnc1SC(C)CC (centres undefined)	-7%	4.6%	-5%	37%	5%
COc1ccc(C2c3c(oc4ccccc4c3=O)C(=O)N2CCN2CCOCC2)cc1OC (centres undefined)	9%	0.7%	-2%	-1%	1%
COc1cc(C2CC(=O)OC3=C2C(=O)CC(C)(C)C3)cc(OC)c1OC (centres undefined)	-1%	0.2%	7%	-3%	-1%
CCOC(=O)CSc1ccc2nnc(CCNS(=O)(=O)c3ccc(C)cc3)n2n1	-4%	i	0%	-13%	-12%
O=C1NC(=O)N(c2cccc(Br)c2)C(=O)/C1=C/c1ccsc1	-5%	0.0%	3%	12%	4%
CCc1nn(CC(=O)NCCc2ccc(S(N)(=O)=O)cc2)c(=O)c2cc3sccc3n12	1%	i	1%	-3%	7%
Cc1cc(C)c2[nH]c(=O)c(CN(Cc3nnnn3C3CCCC3)C3CCCCC3)cc2c1	-1%	0.9%	-5%	.	.
CC(C)Nc1nc(SCC(N)=O)nc(N2CCOCC2)n1	-5%	0.6%	3%	11%	5%
CC(OC(=O)Cc1c(F)cccc1Cl)C(=O)NC1CCCCC1C (centres undefined)	.	i	-3%	0%	-6%
COC(=O)CNC(=O)c1ccccc1[N+](=O)[O-]	-7%	1.8%	-3%	8%	8%
CN1C(=O)[C@H]2[C@@H](/C=C/c3ccccc3)N3C(=O)CN(Cc4ccc(-c5ccccc5)cc4)C(=O)[C@@]3(C)[C@H]2C1=O	.	0.4%	11%	52%	1%
COc1ccccc1N=Nc1c(C)noc1C	0%	0.7%	-14%	-15%	-8%
CC(C)NC(=O)c1ccc(N(Cc2ccccc2)S(C)(=O)=O)cc1	1%	2.0%	-4%	-15%	-11%
O=C(OCc1nnc(-c2ccccc2)o1)c1cc(Cl)ccc1[N+](=O)[O-]	-23%	1.7%	8%	?	3%

Other compounds:
SMILES	Salmonella PhoP GFP	VEEV TC-83 Vero	H1N1 NS1A inhibition	M. tuberculosis	H37Rv inhibition	others
CCCCn1c(/N=C/c2ccccc2NS(=O)(=O)c2ccc(C)cc2)nc2ccccc21	16%	0.2%	18%	62%	-3%
CCOc1ccc(-n2ccnc2SCC(=O)Nc2cc(C)on2)cc1	-1%	1.8%	2%	6%	-2%
CCn1c(=N)c(S(=O)(=O)c2ccc(Cl)cc2)cc2c(=O)n3ccccc3nc21	9%	.	.	2%	-5%
O=C1c2ccccc2C(=O)C1Cc1cccc2ccccc12	-5%	0.2%	5%	6%	-6%
CC1CCN(C(=O)COC(=O)c2ccc3ccccc3n2)CC1	.	2.0%	0%	?	67%
COC(=O)[C@H](CC(C)C)NS(=O)(=O)N[C@@H](CC(C)C)C(=O)OC	.	0.8%	7%	-3%	-9%
COc1cccc(CNCCN2CCOCC2)c1OC	0%	0.9%	8%	-1%	-7%
CCN(CC)S(=O)(=O)c1ccc(S(=O)(=O)Nc2cc3c(cc2C(C)=O)OCO3)cc1	21%	0.2%	3%	-6%	1%
O=C1CC(C(=O)N2CCOCC2)C2(CCCC2)O1 (centres undefined)	3%	2.4%	4%	-13%	-6%
Cc1nnc(SC(C)C(=O)NC2CCCCC2)[nH]c1=O (centres undefined)	.	2.0%	-12%	.	.

Some of these compounds in order of number of heavy atoms, highest first:
SMILES	Salmonella PhoP GFP	VEEV TC-83 Vero	H1N1 NS1A inhibition	M. tuberculosis	H37Rv inhibition	others
CN1C(=O)[C@H]2[C@@H](/C=C/c3ccccc3)N3C(=O)CN(Cc4ccc(-c5ccccc5)cc4)C(=O)[C@@]3(C)[C@H]2C1=O	.	0.4%	11%	52%	1%
CCCCn1c(/N=C/c2ccccc2NS(=O)(=O)c2ccc(C)cc2)nc2ccccc21	16%	0.2%	18%	62%	-3%
CCc1nn(CC(=O)NCCc2ccc(S(N)(=O)=O)cc2)c(=O)c2cc3sccc3n12	1%	i	1%	-3%	7%
CCN(CC)S(=O)(=O)c1ccc(S(=O)(=O)Nc2cc3c(cc2C(C)=O)OCO3)cc1	21%	0.2%	3%	-6%	1%
CCOC(=O)CSc1ccc2nnc(CCNS(=O)(=O)c3ccc(C)cc3)n2n1	-4%	i	0%	-13%	-12%
CCn1c(=N)c(S(=O)(=O)c2ccc(Cl)cc2)cc2c(=O)n3ccccc3nc21	9%	.	.	2%	-5%
COc1cc(C2CC(=O)OC3=C2C(=O)CC(C)(C)C3)cc(OC)c1OC (centres undefined)	-1%	0.2%	7%	-3%	-1%
CCOc1ccc(-n2ccnc2SCC(=O)Nc2cc(C)on2)cc1	-1%	1.8%	2%	6%	-2%
CC(OC(=O)Cc1c(F)cccc1Cl)C(=O)NC1CCCCC1C (centres undefined)	.	i	-3%	0%	-6%
CC1CCN(C(=O)COC(=O)c2ccc3ccccc3n2)CC1	.	2.0%	0%	?	67%
O=C1NC(=O)N(c2cccc(Br)c2)C(=O)/C1=C/c1ccsc1	-5%	0.0%	3%	12%	4%
CC(C)Nc1nc(SCC(N)=O)nc(N2CCOCC2)n1	-5%	0.6%	3%	11%	5%
Cc1nnc(SC(C)C(=O)NC2CCCCC2)[nH]c1=O (centres undefined)	.	2.0%	-12%	.	.
O=C1CC(C(=O)N2CCOCC2)C2(CCCC2)O1 (centres undefined)	3%	2.4%	4%	-13%	-6%
COC(=O)CNC(=O)c1ccccc1[N+](=O)[O-]	-7%	1.8%	-3%	8%	8%

(more compounds)
SMILES	Salmonella PhoP GFP	VEEV TC-83 Vero	H1N1 NS1A inhibition	M. tuberculosis	H37Rv inhibition	others
COc1cc(O)c2c(c1)OC(C)(C)CC2=O	0%	1.4%	-3%	-3%	-6%
COc1ccc(-n2nnnc2SCC(=O)Nc2cccc(C)n2)cc1OC	6%	0.7%	-10%	18%	-1%
Oc1ccc(C2=NN(c3ccccc3)C(c3ccc(F)cc3)C2)cc1 (centres undefined)	-30%	3.1%	-24%	34%	16%
CCN(CC)C(=S)NC(=O)c1ccc(OC)c(Br)c1	-4%	0.1%	-4%	10%	?
Cc1cc(N/N=C/c2ccc(N(C)C)cc2)c2ccccc2n1	1%	0.4%	5%	.	2%
CCN(CC(=O)Nc1ccccc1OC)Cc1csc(CC(=O)Nc2ccc(C)cc2)n1	.	2.4%	5%	51%	-4%
CCOc1ccc(-c2cc(C(=O)N3CCCC3)c3ccccc3n2)cc1	-8%	2.4%	-9%	4%	8%
Cc1cc(N2CCN(C(=O)Nc3ccc(F)cc3F)CC2)c2ccccc2n1	-3%	i	0%	-4%	-9%
O=C(C1CCN(CCCc2ccccc2)CC1)N1CCCCC1	11%	i	-2%	-13%	1%
COCCN1C(=O)c2ccc(C(=O)NCc3cccnc3)cc2C1=O	2%	1.9%	-3%	8%	1%
O=C(O)c1cc(-c2ccccc2)n[nH]1	-2%	i	-1%	8%	6%	VEEV TC-83 Vero 10K pilot screen=0.0
COc1nccc(NCc2ccccc2)c1C#N	-1%	0.8%	.	4%	-8%
CC1CCN(S(=O)(=O)c2cc(C(=O)NC3(C)CCS(=O)(=O)C3)ccc2Br)CC1 (centres undefined)	.	2.4%	-15%	6%	-17%
CCN(CC)c1ccc(C=C2C(=O)OC3(CCCCC3)OC2=O)cc1	-3%	0.5%	1%	16%	8%
O=C(CNC(=O)c1cccc(-n2cnnn2)c1)Nc1ccc(F)c(F)c1	.	9.0%	-2%	-16%	-1%
C=C1CC2(CC(c3ccccc3)OC(c3ccccc3)C2)OC1=O (centres undefined)	.	11%	2%	.	.
COC(=O)c1ccc(CN2CCN(CCC(C)C)C(CCO)C2)cc1 (centres undefined)	-4%	0.3%	-9%	32%	-5%

4 entries drawn at random from the list so far, as already listed:
SMILES	Salmonella PhoP GFP	VEEV TC-83 Vero	H1N1 NS1A inhibition	M. tuberculosis	H37Rv inhibition	others
COc1nccc(NCc2ccccc2)c1C#N	-1%	0.8%	.	4%	-8%
COC(=O)c1ccc(CN2CCN(CCC(C)C)C(CCO)C2)cc1 (centres undefined)	-4%	0.3%	-9%	32%	-5%
O=C(CNC(=O)c1cccc(-n2cnnn2)c1)Nc1ccc(F)c(F)c1	.	9.0%	-2%	-16%	-1%
CC1CCN(S(=O)(=O)c2cc(C(=O)NC3(C)CCS(=O)(=O)C3)ccc2Br)CC1 (centres undefined)	.	2.4%	-15%	6%	-17%
